GalR3 antagonist – GalR3 antagonists in HEK293 cells, primary screen, cell-based, fluorescence readout; Galanin receptor type 3 (Homo sapiens), O60755; HEK293 GalR3-CNG cAMP membrane potential fluorescence; galR3 body fused to GalR1 C-terminus; inhibition, % at 3 µM; AID 651719, 2012; 0.44% of 360,000 active;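 active = inhibition above the screen-wide average plus 3 SD, cut at about 13% in these data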;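 note: forskolin and galanin both at EC90 stimulate the cells; cAMP rise reported by CNG channel membrane potential dye signal; 0% = forskolin plus galanin with DMSO and 100% = forskolin alone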
M4 PAM – human M4 muscarinic receptor positive allosteric modulators, primary screen, CHO-K1 cells, Fluo-8 calcium fluorescence. activation, % at 3 µM. CHO-K1 hM4/Gqi5, ACh EC20; 0% = ACh EC20, 100% = maximal ACh. 0.4% of 360,000 active;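 active = activation above its plate's cutoff, the mean activation of sample wells plus 3 SD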; note: some results filed as inactive read as strong as hits
IDE inh – human IDE inhibitors in live cells, primary screen, fluorescence polarization, HEK cells, FAbetaB substrate; inhibition, % at 5.59 µM; FAbetaB cleavage; 0.41% of 320,000 active; Insulin-degrading enzyme (Homo sapiens), P14735; AID 434962, 2010;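 active = percent inhibition above the average of all tested compounds plus 3 SD, set per screening campaign, cut at about 16% in these data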;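 note: IDE supplied by intact live HEK cells; FP after avidin binding of uncleaved biotin substrate so inhibition keeps polarization high; 0% = DMSO wells and 100% = 60 µM reference IDE inhibitor Ii1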
Target sequence (P14735 whole entry, looked up): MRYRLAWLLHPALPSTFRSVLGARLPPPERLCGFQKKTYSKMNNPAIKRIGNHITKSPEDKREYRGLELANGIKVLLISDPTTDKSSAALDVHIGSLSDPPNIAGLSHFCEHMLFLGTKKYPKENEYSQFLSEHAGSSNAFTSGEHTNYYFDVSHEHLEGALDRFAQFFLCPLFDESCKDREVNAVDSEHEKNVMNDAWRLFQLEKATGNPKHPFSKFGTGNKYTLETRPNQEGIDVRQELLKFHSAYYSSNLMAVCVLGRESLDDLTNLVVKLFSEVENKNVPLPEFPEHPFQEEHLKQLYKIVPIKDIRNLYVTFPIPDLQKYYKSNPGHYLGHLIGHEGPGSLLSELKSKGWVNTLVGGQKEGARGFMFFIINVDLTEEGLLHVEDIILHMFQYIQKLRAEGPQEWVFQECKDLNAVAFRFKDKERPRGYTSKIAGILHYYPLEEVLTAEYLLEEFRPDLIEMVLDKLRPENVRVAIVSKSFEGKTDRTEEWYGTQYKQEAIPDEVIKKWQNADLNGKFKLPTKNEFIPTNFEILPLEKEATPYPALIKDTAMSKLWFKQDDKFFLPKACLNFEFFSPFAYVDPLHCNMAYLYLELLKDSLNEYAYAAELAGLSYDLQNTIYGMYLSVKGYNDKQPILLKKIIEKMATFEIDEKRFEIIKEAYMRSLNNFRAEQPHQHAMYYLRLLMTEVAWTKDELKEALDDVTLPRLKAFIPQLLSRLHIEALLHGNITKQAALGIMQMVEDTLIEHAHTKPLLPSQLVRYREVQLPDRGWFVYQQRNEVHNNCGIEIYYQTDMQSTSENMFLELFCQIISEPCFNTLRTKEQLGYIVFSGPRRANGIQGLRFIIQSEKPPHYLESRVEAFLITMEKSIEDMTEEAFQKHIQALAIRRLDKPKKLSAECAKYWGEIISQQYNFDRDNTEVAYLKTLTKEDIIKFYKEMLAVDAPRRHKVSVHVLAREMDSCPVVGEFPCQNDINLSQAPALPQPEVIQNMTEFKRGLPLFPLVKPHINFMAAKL
PHOSPHO1 block – PubChem AID 1565; Phosphoethanolamine/phosphocholine phosphatase (Homo sapiens), Q8TCT1; recombinant PHOSPHO1, absorbance phosphatase assay; inhibition, % at 13.3 µM; 1.1% of 290,000 active; in the data active = inhibition above about 60%
MEKK3 PB1 HTS – modulators of MEKK3-MEK5 PB1 binding, primary screen, biochemical, wildtype MEKK3, multiplex bead flow cytometry, Alexa488-MEK5; Mitogen-activated protein kinase kinase kinase 3 (Homo sapiens), Q99759; bead-based flow cytometry, Alexa488-MEK5 binding to MEKK3; actives lie on both sides; 0 = blocked by unlabeled MEK5, 100 = vehicle; binding response (% of control), % at 10 µM; 1.4% of 290,000 active; AID 1529, 2009;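 active = binding response more than 3 SD above or below the average of its plate-row segment, actives on both sides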;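 note: Alexa488 bead fluorescence after subtracting the streptavidin-only scavenger bead signal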
IDE cell activ – human IDE activators in live cells, primary screen, fluorescence polarization, HEK cells, FAbeta-B substrate | FAbeta-B cleavage; 0% vehicle, 100% cell-free pure enzyme wells | activation, % at 5.96 µM | AID 493087, 2011 | 0.073% of 340,000 active | Insulin-degrading enzyme (Homo sapiens), P14735;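 active = activation above the mean of all tested compounds plus 3 SD, set per screening campaign, cut at about 17% in these data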
p-CIP stab down – p/CIP-EGFP fusion destabilizers, primary screen, fluorescence, F442A cells; 16 h; decrease of EGFP signal, % at 10 µM; 0.01% of 290,000 active;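 active = EGFP signal decrease of at least 30% at 10 µM or well 3 SD below plate mean, unless failing retest; inactive = the rest, including hits failing retest or dose response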; note: some compounds called inactive have numbers as strong as hits; many of its hits are not listed in these tables
CRFR2-BP ag – agonists of CRF-BP/CRF-R2 complex, primary screen, cell-based, HEK293, calcium dye fluorescence, uHTS. 0.46% of 350,000 active. AID 588473, 2011. calcium dye fluorescence (FLIPR); percent of saturating CRF peptide response. CRF-binding protein / CRF receptor 2 complex (human). activation, % at 13.2 µM;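 active = activation of at least 50%, plus an integration ratio under a set limit after plate pattern correction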;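 note: plate controls were neutral control wells without compound for no effect and CRF at EC100 for full effect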
CRFR2-BP antag – antagonists of CRF-BP/CRF-R2 complex, primary screen, cell-based, HEK293, calcium dye fluorescence, uHTS; CRF-induced calcium fluorescence; inhibition, % at 11.8 µM; 0.59% of 350,000 active;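 active = inhibition of the ligand-induced calcium signal above about 50% at the single tested concentration, limit read from the data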
An asterisk follows results filed as active.

For Cc1cc(C)nc(N2CCC(C(=O)NCC3CCCCC3)CC2)n1 the results were M4 PAM 8, PHOSPHO1 block 20, MEKK3 PB1 HTS 93, IDE cell activ -5, p-CIP stab down -4, CRFR2-BP ag -3.5 and CRFR2-BP antag 31.
`COc1ccc(OCCOC(=O)c2nc3nccc(C)n3n2)cc1` gave GalR3 antagonist 1, M4 PAM 7, IDE inh 1, PHOSPHO1 block 53, MEKK3 PB1 HTS 103, IDE cell activ -3, p-CIP stab down 10, CRFR2-BP ag -0.7 and CRFR2-BP antag -8.
Screening CCN(Cc1ccccc1)C(=O)COC(=O)Cn1cnc2ccccc21 returned GalR3 antagonist -4, M4 PAM -1, IDE inh 0, PHOSPHO1 block -67, MEKK3 PB1 HTS 102, IDE cell activ 7, p-CIP stab down -1, CRFR2-BP ag 1.4 and CRFR2-BP antag 2.
Cn1c(=O)cc(SCC(=O)Nc2ccccn2)c2ccccc21 was read as GalR3 antagonist -5, IDE inh 9, PHOSPHO1 block 18, MEKK3 PB1 HTS 103, p-CIP stab down -46, CRFR2-BP ag 0.7 and CRFR2-BP antag -9.
`COc1ccc(CC(=O)OCC(=O)N2c3ccccc3CC2C)cc1OC` (stereo unspecified) gave GalR3 antagonist -4, M4 PAM 1, CRFR2-BP ag 0.5 and CRFR2-BP antag 3.
Screening CCOC(=O)C1(CCOC)CCN(C(C)CCc2ccc(OC)cc2)CC1 (stereo unspecified) returned GalR3 antagonist -9, M4 PAM 1, IDE inh 0, PHOSPHO1 block 45, MEKK3 PB1 HTS 100, IDE cell activ 4, p-CIP stab down -19, CRFR2-BP ag 0.2 and CRFR2-BP antag -1.
Screening COC(=O)c1cccc(C#CC(NP(=O)(c2ccccc2)c2ccccc2)c2ccccc2)c1 (stereo unspecified) returned GalR3 antagonist -2, M4 PAM 6, IDE inh 5, PHOSPHO1 block 35, MEKK3 PB1 HTS 113, IDE cell activ 1, p-CIP stab down -7, CRFR2-BP ag 3.3 and CRFR2-BP antag -1.
`CCNc1nc(NCC)nc(SCCOC(=O)Nc2ccccc2)n1` gave GalR3 antagonist -4, M4 PAM 6, IDE inh -7, PHOSPHO1 block -3, MEKK3 PB1 HTS 96, IDE cell activ -4, p-CIP stab down -10, CRFR2-BP ag 0.4 and CRFR2-BP antag -9.
Screening CCOC(=O)c1c(C)[nH]c(C)c1S(=O)(=O)NCC1CCN(Cc2ccccc2F)CC1 returned GalR3 antagonist -11, M4 PAM 1, IDE inh 4, PHOSPHO1 block -14, MEKK3 PB1 HTS 103, IDE cell activ 0, p-CIP stab down -15, CRFR2-BP ag 0.0 and CRFR2-BP antag -8.
Screening O=C1NC2(CCCCCC2)C(=O)N1CCS(=O)(=O)Oc1ccccc1 returned GalR3 antagonist 3, M4 PAM 3, IDE inh 1, PHOSPHO1 block 42, MEKK3 PB1 HTS 109, IDE cell activ -5, p-CIP stab down -6, CRFR2-BP ag 0.1 and CRFR2-BP antag -25.
Screening COc1ccc(C(C(=O)NC2CCCCC2)N(C(=O)c2sc(C)nc2C)c2ccccc2)cc1 (stereo unspecified) returned GalR3 antagonist 0, M4 PAM 3, IDE inh 0, PHOSPHO1 block -7, MEKK3 PB1 HTS 99, IDE cell activ 4, p-CIP stab down 0, CRFR2-BP ag 0.7 and CRFR2-BP antag -4.
COc1ccc(S(=O)(=O)N2CCCC2CNC(=O)C(=O)Nc2ccc(C)cc2)cc1 (stereo unspecified) was read as GalR3 antagonist -2, M4 PAM -9, IDE inh -5, IDE cell activ 3, CRFR2-BP ag 3.7 and CRFR2-BP antag 5.
`CNS(=O)(=O)c1ccc(NC(=O)c2cncc(Br)c2)cc1` gave GalR3 antagonist -8, M4 PAM 16, IDE inh 3, PHOSPHO1 block 29, MEKK3 PB1 HTS 98, IDE cell activ 8, p-CIP stab down -6, CRFR2-BP ag 2.4 and CRFR2-BP antag -5.
For COc1nnc(-c2ccc(N3CCOCC3)c(NC(=O)c3ccco3)c2)c2ccccc12 the results were GalR3 antagonist -5, M4 PAM -2, IDE inh 1, PHOSPHO1 block -10, MEKK3 PB1 HTS 102, IDE cell activ 4, p-CIP stab down -3, CRFR2-BP ag -2.8 and CRFR2-BP antag 17.
For C/C(Cn1cnc([N+](=O)[O-])n1)=N/NC(=O)COc1ccccc1Cl the results were GalR3 antagonist -2, M4 PAM -2, IDE inh -2, PHOSPHO1 block 1, MEKK3 PB1 HTS 101, IDE cell activ -1, p-CIP stab down -3, CRFR2-BP ag -1.5 and CRFR2-BP antag 15.
For CC1(C)OC(=O)C(=CNC(CCC(N)=O)C(=O)O)C(=O)O1 (stereo unspecified) the results were GalR3 antagonist -8, M4 PAM 1, IDE inh 9, PHOSPHO1 block 7, MEKK3 PB1 HTS 101, IDE cell activ 1, p-CIP stab down 25, CRFR2-BP ag -1.0 and CRFR2-BP antag 9.
`CCc1c(C)nc(N2CCN(c3cccc(OC)c3)CC2)[nH]c1=O` gave GalR3 antagonist -8, M4 PAM -4, IDE inh 4, MEKK3 PB1 HTS 101, IDE cell activ -1, p-CIP stab down -22, CRFR2-BP ag -1.4 and CRFR2-BP antag 5.
`Nc1nc(-c2ccco2)nc(N2CCCCC2)n1` gave GalR3 antagonist -1, M4 PAM -6, IDE inh 3, PHOSPHO1 block 2, MEKK3 PB1 HTS 96, IDE cell activ 4, p-CIP stab down 10, CRFR2-BP ag 0.3 and CRFR2-BP antag -2.
Cc1cc(NC(=O)CCC(=O)N(c2ccccc2)C(C(=O)NC(C)(C)C)c2ccccc2Cl)no1 (stereo unspecified) was read as GalR3 antagonist -8, M4 PAM 1, IDE inh 8, PHOSPHO1 block -14, MEKK3 PB1 HTS 101, IDE cell activ -1, p-CIP stab down -5, CRFR2-BP ag -1.3 and CRFR2-BP antag -7.
`O=C(CC1C(=O)N(c2ccc(F)cc2)C(=O)N1Cc1ccccn1)Nc1ccccc1` (stereo unspecified) gave GalR3 antagonist -4, M4 PAM -12, IDE inh 9, PHOSPHO1 block 6, MEKK3 PB1 HTS 97, IDE cell activ 3, p-CIP stab down 4, CRFR2-BP ag -1.5 and CRFR2-BP antag 11.
N#Cc1c(N)nc2c(c1-c1ccncc1)CCCCC2 was read as GalR3 antagonist -5, M4 PAM 27, IDE inh 7, PHOSPHO1 block 4, MEKK3 PB1 HTS 103, IDE cell activ -12, p-CIP stab down 3, CRFR2-BP ag -2.7 and CRFR2-BP antag 2.
Screening O=C(CSc1nnc(COc2ccc(Cl)cc2)o1)NC1CCCCC1 returned GalR3 antagonist -2, M4 PAM 4, IDE inh 2, IDE cell activ 6, CRFR2-BP ag -0.8 and CRFR2-BP antag 0.
Screening Cc1ccccc1OCC(=O)OCn1nnc2ccccc2c1=O returned GalR3 antagonist -5, M4 PAM 9, IDE inh -3, PHOSPHO1 block 46, MEKK3 PB1 HTS 93, IDE cell activ 5, p-CIP stab down 0, CRFR2-BP ag 0.8 and CRFR2-BP antag 0.
For CC1CCCCC12NC(=O)N(CC(=O)Nc1ccccc1-c1ccccc1)C2=O (stereo unspecified) the results were GalR3 antagonist -4, M4 PAM 2, IDE inh -1, PHOSPHO1 block 30, MEKK3 PB1 HTS 95, IDE cell activ 5, p-CIP stab down 0, CRFR2-BP ag -2.5 and CRFR2-BP antag -30.
`N#Cc1ccccc1NC(=O)COC(=O)c1cccs1` gave GalR3 antagonist -7, M4 PAM -1, IDE inh 6, IDE cell activ 7, CRFR2-BP ag 0.0 and CRFR2-BP antag 3.
N=C1CCCN1CC(=O)c1cccs1 was read as GalR3 antagonist -5, M4 PAM -7, IDE inh 0, PHOSPHO1 block 30, MEKK3 PB1 HTS 105, IDE cell activ 6, p-CIP stab down 13, CRFR2-BP ag -1.2 and CRFR2-BP antag 5.
`O=C(NC1CCOC1=O)OCc1ccccc1` (stereo unspecified) gave GalR3 antagonist 5, M4 PAM 5, CRFR2-BP ag 0.6 and CRFR2-BP antag 2.
Screening CN(CCOc1ccccc1)CC(O)COCc1ccccc1F (stereo unspecified) returned GalR3 antagonist -10, M4 PAM 1, IDE inh -1, PHOSPHO1 block 38, MEKK3 PB1 HTS 103, IDE cell activ 6, p-CIP stab down -6, CRFR2-BP ag -3.7 and CRFR2-BP antag 0.
CC(=O)c1cnc2nc(SCc3cccc(C)c3)nn2c1C was read as GalR3 antagonist -8, M4 PAM -6, IDE inh 3, PHOSPHO1 block 30, MEKK3 PB1 HTS 101, IDE cell activ -4, p-CIP stab down 4, CRFR2-BP ag -0.9 and CRFR2-BP antag -7.
Screening Clc1cc(Br)ccc1OCCN1CCOCC1 returned GalR3 antagonist -1, M4 PAM 15, IDE inh 6, PHOSPHO1 block -11, MEKK3 PB1 HTS 95, IDE cell activ 6, p-CIP stab down 1, CRFR2-BP ag 0.9 and CRFR2-BP antag 15.
For Cc1nc(N2CCN(Cc3ccc4c(c3)OCO4)CC2)c2cc(-c3ccccc3)sc2n1 the results were GalR3 antagonist 0, M4 PAM -4, IDE inh 5, PHOSPHO1 block 40, MEKK3 PB1 HTS 101, IDE cell activ 0, p-CIP stab down 8, CRFR2-BP ag 3.6 and CRFR2-BP antag -26.
Screening O=C(CSc1cccc[n+]1[O-])c1cccs1 returned GalR3 antagonist -4, M4 PAM -6, IDE inh -4, PHOSPHO1 block 27, MEKK3 PB1 HTS 105, IDE cell activ 1, p-CIP stab down -12, CRFR2-BP ag 1.4 and CRFR2-BP antag -7.
O=C(NCCc1cccs1)C1CCC(=O)N(CCc2cccc(F)c2)C1 (stereo unspecified) was read as GalR3 antagonist -1, M4 PAM 0, IDE inh 2, PHOSPHO1 block 24, MEKK3 PB1 HTS 99, IDE cell activ -1, p-CIP stab down -1, CRFR2-BP ag 0.0 and CRFR2-BP antag 3.
For CCOc1cc(/C=N/N2CCN(Cc3ccccc3)CC2)ccc1O the results were GalR3 antagonist -2, M4 PAM 2, IDE inh 6, PHOSPHO1 block 56, MEKK3 PB1 HTS 98, IDE cell activ 2, p-CIP stab down -17, CRFR2-BP ag -1.6 and CRFR2-BP antag 6.
For O=C(c1ccc2nc[nH]c2c1)N1CCN(S(=O)(=O)c2cccc(Cl)c2)CC1 the results were GalR3 antagonist -1, M4 PAM 3, IDE cell activ 1, CRFR2-BP ag -1.1 and CRFR2-BP antag 7.
`NC(=O)SCC(=O)Nc1cccc(Cl)c1` gave GalR3 antagonist 0, M4 PAM -4, IDE inh 5, PHOSPHO1 block 31, MEKK3 PB1 HTS 101, IDE cell activ -2, p-CIP stab down -9, CRFR2-BP ag 3.4 and CRFR2-BP antag 2.

Source: PubChem (several laboratories)
